LYP act: LYP phosphatase activators, primary screen, biochemical, DiFMUP fluorescence, 2 µM | Tyrosine-protein phosphatase non-receptor type 22 (Homo sapiens), Q9Y2R2 | recombinant LYP; 0 = plate median, 100 = signal doubled | activation, % at 2 µM | hit rate 0.11% among 96,000;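 active means activation at 2 µM above a set limit, the mean plus 5 SD, cut at about 37% in these data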
CYP2C9 inhib: blockers of cytochrome P450 2C9 activity – biochemical, luminescence, ADME assay, primary screen; AID 777, 2007; P11712; inhibition, % at 5 µM; CYP2C9 Supersomes, luciferin-H conversion; hit rate 20% among 96,000;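 active means blocking of liver enzyme CYP2C9 beyond about 50% at 5 µM, limit read from the data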; further: values of inactives mirror those of a sister screen read the other way
Ecoli WT expand: growth inhibitors of wild-type E. coli, primary screen, strain BW25113, expanded library, OD600; hit rate 0.15% among 98,000; OD600 absorbance; AID 710, 2007; growth inhibition, % at 100 µM;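 active means growth inhibition above about 50% at one test dose, limit read from the data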;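 further: growth measured after 20 h incubation at 37 °C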
PTK2B oligo ant: antagonists of Pyk2 self-association, primary screen, Q293 cells, FERM NanoBiT luminescence, HTS | Protein-tyrosine kinase 2-beta (Homo sapiens), Q14289 | active compounds read low | z-score (the deposit names both 25 µM and 10 µM) | hit rate 0.83% among 99,000 | AID 1347419, 2020;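 active means Z-score of -3 or lower, scaled per plate to the spread of control and sample wells; inactive means z-score above -3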;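 further: negative z-score means lost luminescence so less FERM oligomerization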
hDAT+cocaine: changed hDAT dopamine uptake under cocaine IC80, either direction, primary screen, cocaine antagonist project, cell-based, LLC-PK1 hDAT, [14C]-dopamine uptake, MLSMR | LLC-PK1 hDAT cells, [14C]-dopamine uptake with cocaine IC80; actives deviate in either direction | AID 449768, 2010 | B-score at 10 µM | hit rate 1.3% among 110,000;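 active means Z score or B-score, a plate-position-corrected score, falls beyond the plate's 99.7% confidence bounds, in either direction; inactive means both scores lie inside the 99.7% bounds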;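 further: scored against the spread of the other compound wells on the same plate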
Target sequence (Q01959 whole entry, looked up): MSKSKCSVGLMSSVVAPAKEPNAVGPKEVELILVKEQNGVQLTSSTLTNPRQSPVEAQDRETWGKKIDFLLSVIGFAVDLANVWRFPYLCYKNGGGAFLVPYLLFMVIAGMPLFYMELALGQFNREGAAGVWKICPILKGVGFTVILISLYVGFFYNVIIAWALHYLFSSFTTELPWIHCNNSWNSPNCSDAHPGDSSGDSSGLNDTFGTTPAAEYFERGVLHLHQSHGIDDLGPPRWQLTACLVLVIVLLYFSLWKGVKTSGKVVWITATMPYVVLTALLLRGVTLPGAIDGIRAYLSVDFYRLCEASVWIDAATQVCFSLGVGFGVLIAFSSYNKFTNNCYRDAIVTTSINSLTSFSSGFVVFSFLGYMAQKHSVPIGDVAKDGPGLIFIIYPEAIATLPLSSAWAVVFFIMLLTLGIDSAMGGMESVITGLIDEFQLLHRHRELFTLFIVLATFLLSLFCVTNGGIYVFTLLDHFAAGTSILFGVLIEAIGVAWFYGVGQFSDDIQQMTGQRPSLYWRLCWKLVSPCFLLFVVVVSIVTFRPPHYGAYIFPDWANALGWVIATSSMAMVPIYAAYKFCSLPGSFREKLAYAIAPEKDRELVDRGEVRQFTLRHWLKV
CYP2C9 act: human CYP2C9 activators, primary screen, biochemical, luminescence | Cytochrome P450 2C9 (Homo sapiens), P11712 | recombinant CYP2C9, luciferin-H conversion; active compounds read high; factor 1 = untreated enzyme, 0 = blocked | activation factor at 5 µM | hit rate 1.4% among 96,000 | AID 1024, 2008;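 active means activation factor of 2 or more for CYP2C9 at a 5 µM dose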;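 further: 0 = sulfaphenazole-blocked wells and 1 = vehicle-only wells; values of inactives mirror those of a sister screen read the other way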
PostGolgi yeast: phenotypic screen on post-Golgi transport, primary screen; post-Golgi transport phenotypic cell assay; inhibition, % at 10 µM; hit rate 0.9% among 98,000; AID 739, 2007;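 further: yeast cells grown in 1536-well plates; yeast grown about 18 h at 30C before absorbance read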
PostGolgi ctrl: growth inhibition of yeast control strain, primary screen, counter-screen for post-Golgi transport modulator project. efflux-deficient yeast background strain, growth absorbance A615, 16 h. inhibition, % at 10 µM. hit rate 5% among 98,000. AID 738, 2007
LYP inh 2: PTPN22 phosphatase inhibitors, primary screen, biochemical, DiFMUP fluorescence, 2 µM. AID 640, 2007. Tyrosine-protein phosphatase non-receptor type 22 (Homo sapiens), Q9Y2R2. hit rate 0.21% among 96,000. inhibition, % at 2 µM. recombinant LYP catalytic domain;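 active means inhibition at 2 µM at or above a set limit, the screen mean plus 3 SD, cut at about 24% in these data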;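 further: 0% = DMSO with enzyme and 100% = enzyme fully blocked by orthovanadate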
* hit, by the source's call; x = not tested or not shown. Unless noted, no stated cut-off is given here; in the data, active means inhibition above about 30%; inactive means the rest. Compounds as they come, and some 24% of all compounds hit somewhere here.

SMILES	LYP act	CYP2C9 inhib	Ecoli WT expand	PTK2B oligo ant	hDAT+cocaine	CYP2C9 act	PostGolgi yeast	PostGolgi ctrl	LYP inh 2
COc1ccc(-c2cc(C(=O)NC(C(=O)O)C(C)C)c(C)o2)cc1OC (centres undefined)	-2	21	0	0.76	0.059	0.8	4	8	1
Cc1ccc(Cc2c(C)nc3nc(SCC(=O)NCCN4CCOCC4)nn3c2C)cc1	5	9	-9	-0.14	2.9*	0.9	-9	20	-3
Oc1ccc(Nc2nc(-c3ccc(O)cc3)cs2)cc1	6	-6	2	-1.1	0.58	1.1	-7	7	-8
Cc1ccc2cc(CCNC(=O)c3ccco3)c(=O)[nH]c2c1	-2	x	x	0.81	1.7	x	x	x	2
O=C(CCSCCC(=O)N1CCCC1)N1CCCC1	-11	21	4	-0.02	-0.75	0.8	8	-2	9
Cn1nnnc1SCc1ccccc1[N+](=O)[O-]	-8	2	7	-0.01	-0.61	1	5	4	10
NC12CC3CC(C1)CC(O)(C3)C2	-9	-4	-1	-0.4	-0.46	1	-1	2	11
O=C1CC(c2ccc3c(c2)OCO3)CN1 (centres undefined)	2	-8	8	-0.02	-0.44	1.1	17	-4	-2
CCC(C)NC(=O)CSc1ccc(Cl)cc1 (centres undefined)	0	x	x	-0.01	-0.29	x	x	x	-1
COc1ccc(NC(=O)C2CC(=O)OC23CCCCC3)cc1 (centres undefined)	21	x	x	0.21	1.9	x	x	x	-26
Cc1ccc(OCC(=O)Nc2nnn(C)n2)c(C)c1	5	-13	6	1.2	-2.6*	1.1	9	-9	-5
CC(=O)c1sc2nc(-c3cccs3)cc(C(F)(F)F)c2c1N	11	67*	-7	-1.2	-0.49	0.3	3	5	-14
Cc1c(/C(O)=C2\C(=O)C(=O)N(CCN(C)C)C2c2cccnc2)cnn1-c1ccccc1 (centres undefined)	-5	8	-9	-1	-0.018	0.9	-4	11	5
CN1CCN(c2ccccc2NC(=O)Cc2cn(C)c3ccccc23)CC1	-6	7	2	x	1.5	0.9	1	19	6
N#Cc1nc(-c2ccco2)oc1N1CCN(Cc2ccccc2)CC1	0	24	1	-0.01	x	0.8	2	5	0
Cc1cc(Cl)ccc1OC(C)C(=O)Nc1ccccc1N1CCOCC1 (centres undefined)	-8	97*	-11	-1.1	x	0	0	16	8
O=C(NCC(=O)N(Cc1ccccc1)C(C(=O)NCC1CCCO1)c1ccccc1)c1cccs1 (centres undefined)	-3	16	2	-1.1	-0.016	0.8	-7	6	6
O=C(CCn1c(=O)oc2ccccc21)NCCCN1CCCC1=O	x	-13	6	x	-1.3	1.1	-13	29	x
NS(=O)(=O)c1ccc(Nc2nc(-c3ccc(O)cc3)cs2)cc1	-2	86*	7	-2.9	-0.3	0.1	1	-2	2
O=Cc1cccn1Cc1ccc(Cl)cc1Cl	2	-19	12	0.3	-0.67	1.2	4	7	-3

With a hit mark in CYP2C9 inhib, among the entries above:
Compound | LYP act | CYP2C9 inhib | PTK2B oligo ant | hDAT+cocaine | CYP2C9 act | PostGolgi yeast | LYP inh 2
CC(=O)c1sc2nc(-c3cccs3)cc(C(F)(F)F)c2c1N | 11 | 67* | -1.2 | -0.49 | 0.3 | 3 | -14
Cc1cc(Cl)ccc1OC(C)C(=O)Nc1ccccc1N1CCOCC1 (centres undefined) | -8 | 97* | -1.1 | x | 0 | 0 | 8
NS(=O)(=O)c1ccc(Nc2nc(-c3ccc(O)cc3)cs2)cc1 | -2 | 86* | -2.9 | -0.3 | 0.1 | 1 | 2

(further entries)
SMILES	LYP act	CYP2C9 inhib	Ecoli WT expand	PTK2B oligo ant	hDAT+cocaine	CYP2C9 act	PostGolgi yeast	PostGolgi ctrl	LYP inh 2
Cc1n[nH]c(=O)nc1NCCN(C)C	-1	-1	-10	-0.51	-1	1	-4	-4	-1
O=C(NCc1ccncc1)c1cccc(Cn2cc(Br)cn2)c1	-1	90*	2	1.1	0.017	0.1	1	0	-2
COc1cc(C2=NOC(C(=O)NCc3cccs3)C2)cc(OC)c1OC (centres undefined)	-1	-27	-3	-0.08	-1.2	1.3	-1	0	0
CC1(C)N=C(c2ccccn2)C(C)(C)N1O	-5	28	-4	-1.3	-0.87	0.7	-6	17	6
O=c1c2cnn(-c3ccccc3)c2nc(-c2cccs2)n1-c1ccc(Br)cc1	-9	x	-9	-1.6	-0.73	x	-1	-2	8
CCn1cc(C(=O)NCc2ccccn2)c(=O)c2cc(F)c(N3CCN(C)CC3)cc21	x	44	100*	0.09	0.64	0.6	1	10	x
CC1CN(C(=O)CCn2c(=O)oc3ccccc32)CC(C)O1 (centres undefined)	0	1	2	0.19	-0.55	1	6	2	-3
Cc1nnc(SCC(=O)Nc2ccc3c(c2)OCCO3)n1CC1CCCO1 (centres undefined)	7	-3	0	0.11	-0.48	1	0	4	-5
Cc1cc(S(=O)(=O)N(Cc2ccccc2)Cc2ccc(N(C)C)cc2)ccc1-n1cnnn1	x	x	-9	-0.68	0.16	x	3	16	x
Cc1cc(SCC(=O)c2ccccc2)nc(SCC(=O)c2ccccc2)n1	-7	66*	-2	-3*	-0.5	0.3	4	1	9
CCN1CC2([N+](=O)[O-])C=CC(=O)C([N+](=O)[O-])(C1)C2CC(=O)c1ccccc1 (centres undefined)	-1	28	11	1.2	-1.1	0.7	4	18	0
O=C(O)CCc1nn2c3ccccc3nc2n(-c2ccccc2)c1=O	0	-3	3	0.44	0.58	1	3	-3	1
Cc1ccc(Nc2nnns2)cc1C	3	34	10	-0.07	-0.7	0.7	-5	14	-2
Cc1ccc(-n2nc(C(=O)N/N=C/c3cccc(C(F)(F)F)c3)c3ccccc3c2=O)cc1C	12	10	-9	x	-0.11	0.9	19	-3	-8
O=C(NNc1ccc(C2CCCCC2)cc1)C(O)(c1ccccc1)c1cccs1 (centres undefined)	-3	28	-12	-0.82	0.94	0.7	15	46*	7
Cc1ccc(NC(=O)CN2C(=O)S/C(=C\c3cc(C)n(C)c3C)C2=O)cc1	-9	20	-4	-0.47	0.16	0.8	-9	-14	11
CCOC(=O)CN1C(=O)C(O)(c2c(C)[nH]c3ccccc23)c2ccccc21 (centres undefined)	-8	94*	-8	0.42	x	0.1	3	14	8
CCOc1ccc(CNC(=O)CCCOc2cc(=O)n(C)c3ccccc23)cc1	-7	78*	-5	1.7	1.1	0.2	-1	8	8
COC(=O)c1ccc(C2C(Oc3ccc(OC)cc3)C(=O)N2CCc2ccc(F)cc2)cc1 (centres undefined)	2	25	-7	0.75	-0.27	0.7	7	8	3
CC(C)NS(=O)(=O)c1ccc(CCC(=O)N2CCOCC2)cc1	9	0	3	-0.01	-0.65	1	-3	25	-10
CC1CCC2(CC1)Nc1ccccc1C(=O)N2c1ccccc1 (centres undefined)	1	48	15	1.3	-0.31	0.5	-3	6	2
Cc1ccc(NC(=O)NCCCN2CCCC2=O)cc1	-5	-4	0	0.52	-1.1	1	-7	2	6
CCC(CC)C(=O)c1c[nH]c(C(=O)NCC2CCCO2)c1 (centres undefined)	4	1	5	0.87	-0.14	1	-14	21	-2
COc1ccc(NC2CC(=O)N(C(C)C)C2=O)cc1 (centres undefined)	-4	19	9	0.67	-1.1	0.8	-11	7	4
C/C=C(\CS(=O)(=O)c1ccccc1)S(=O)(=O)c1ccccc1	9	30	-7	-0.74	-0.73	0.7	-1	5	-9
COc1ccc(OC)c(NC(=O)CSc2ccc3ccccc3c2)c1	13	-29	-12	-0.52	-0.03	1.3	19	40*	-9
Cc1ccc(-c2nc3n(n2)Cc2ccccc2-3)cc1	2	x	x	0.46	-0.037	x	x	x	0
Nn1c(SCC(=O)N2CCCCCC2)nnc1-c1ccncc1	-3	23	1	0.64	-1.3	0.8	-4	3	4
O=C(C(c1ccccc1)c1ccccc1)N1CCN(Cc2ccccn2)CC1	x	9	4	0.9	0.009	0.9	-1	9	x
CCOC(=O)Nc1ccc(=O)n(Cc2c(Cl)cccc2Cl)c1	-2	53*	2	0.32	0.68	0.5	6	18	5

Molecules from the list above containing an NH in an aromatic ring (4):
SMILES	LYP act	CYP2C9 inhib	Ecoli WT expand	PTK2B oligo ant	hDAT+cocaine	CYP2C9 act	PostGolgi yeast	PostGolgi ctrl	LYP inh 2
Cc1ccc2cc(CCNC(=O)c3ccco3)c(=O)[nH]c2c1	-2	x	x	0.81	1.7	x	x	x	2
Cc1n[nH]c(=O)nc1NCCN(C)C	-1	-1	-10	-0.51	-1	1	-4	-4	-1
CCOC(=O)CN1C(=O)C(O)(c2c(C)[nH]c3ccccc23)c2ccccc21 (centres undefined)	-8	94*	-8	0.42	x	0.1	3	14	8
CCC(CC)C(=O)c1c[nH]c(C(=O)NCC2CCCO2)c1 (centres undefined)	4	1	5	0.87	-0.14	1	-14	21	-2

The listing continues.
SMILES	LYP act	CYP2C9 inhib	Ecoli WT expand	PTK2B oligo ant	hDAT+cocaine	CYP2C9 act	PostGolgi yeast	PostGolgi ctrl	LYP inh 2
CCn1cc(C(=O)N[C@H](C)c2ccccc2)c(=O)c2cc(F)c(N3CCN(C)CC3)cc21	5	33	1	-0.37	-0.46	0.7	3	2	-2
CCOc1cc(C2C(C(=O)OC)=C(C)N=C3SCCC(=O)N32)ccc1OC(C)=O (centres undefined)	-6	30	2	1.6	-1.2	0.7	1	-3	5
Cc1cccc(OCC(=O)Nc2ccc(N3CCCC3)cc2)c1C	x	-21	x	-0.43	-0.32	1.2	x	x	x
Oc1ccc(-c2nc3ccccn3c2NCc2ccc3c(c2)OCO3)cc1	6	-4	-4	-0.6	-0.46	1	-2	0	-9
COC(=O)c1sccc1NC(=O)c1ccoc1C	-6	-8	-1	0.22	-1.2	1.1	-4	4	4
CC(=O)Nc1ccc(N2CCN(C(C)=O)CC2)cc1	-12	-8	-1	0.13	0.00081	1.1	-3	9	13
COc1ccc(OC)c(NC(=O)CSc2nnnn2-c2ccc3c(c2)OCO3)c1	2	-6	-12	-0.36	-3.5*	1.1	8	7	-1
Cc1ccc(N(C(=O)CC2NC(=O)NC2=O)C2(C(=O)NC3CCCC3)CCCCC2)cc1 (centres undefined)	x	46	11	0.13	x	0.5	-6	1	x
O=C(COC(=O)c1cccs1)NCc1ccccc1	-1	23	9	0.67	-0.25	0.8	-4	2	0
COc1ccccc1C1Nc2cccc3cccc(c23)N1	-1	45	3	-0.36	-0.18	0.6	22	6	-3
COc1ccc(N2CCN(CC(=O)N3CCC(C)CC3)CC2)cc1	-2	6	2	-0.19	0.28	0.9	-6	-4	0
CC1CN(C(=O)CSc2nnc(-c3ccc(Cl)cc3)n2C)CC(C)O1 (centres undefined)	0	-2	-5	0.1	-0.3	1	-4	19	3
COc1ccc(NC(=S)N2CCC(C(=O)N3CCCCCC3)CC2)cc1	-2	-3	0	-1.1	-0.013	1	7	-5	4
